# Bioassay records as filed in PubChem BioAssay.
# SENP1 FRET inh = human SENP1 catalytic domain inhibitors, primary screen, biochemical, FRET, uHTS; Sentrin-specific protease 1 (Homo sapiens), Q9P0U3; recombinant SENP1 catalytic domain, CyPet-SUMO1-YPet FRET cleavage; inhibition, % at 10 µM; 0.21% of 360,000 active; AID 624204, 2012;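 active = inhibition at least 30% at 10 µM, raw YFP signal under a set limit, fluorescence ratio 0.5 to 1.5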;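 also: 0% = enzyme with DMSO and 100% = no enzyme wells; some results filed as inactive read as strong as hits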
# Target sequence (Q9P0U3 419-644 limits assumed): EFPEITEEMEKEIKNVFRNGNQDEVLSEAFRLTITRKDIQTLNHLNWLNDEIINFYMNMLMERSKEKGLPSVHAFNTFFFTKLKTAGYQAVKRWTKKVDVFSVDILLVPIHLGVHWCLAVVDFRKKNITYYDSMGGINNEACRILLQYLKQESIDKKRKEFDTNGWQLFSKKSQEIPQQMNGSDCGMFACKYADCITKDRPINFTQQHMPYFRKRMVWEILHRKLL
#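 Assay system – human recombinant His6-tagged SENP1 catalytic domain enzyme · Input – SENP1 enzyme, 20 pM final · Buffer or medium – Tris pH 8 buffer plus EDTA, NaCl, BME, BSA, NP40, catalase · Schedule – 50 min reaction at room temperature · Technique – FRET read of cyan and yellow fluorescence · Control set – no-enzyme wells low, DMSO-plus-enzyme wells high control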
# MIN6 prolif = inducers of MIN6 beta-cell proliferation, primary screen, ATP luminescence, uHTS. MIN6 cells proliferation, ATPlite luminescence, 48 h; cells starved in 0.2% serum; 100% = growth in 10% serum. 0.29% of 330,000 active. proliferation, % at 10 µM;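 active = compounds whose signal lies at least 3.5 SD above the mean of all wells on their plate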;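 also: 0% = DMSO-treated cells in low-serum medium and 100% = 10% serum control; some compounds called inactive have numbers as strong as hits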
# APOBEC3A inh = APOBEC3A ssDNA deaminase inhibitors, primary screen, selectivity assay for APOBEC3G inhibitor project, biochemical, FAM/TAMRA oligo cleavage fluorescence; DNA dC->dU-editing enzyme APOBEC-3A (Homo sapiens), P31941; recombinant A3A, FAM/TAMRA ssDNA deamination fluorescence; inhibition, % at 20 µM; 0.41% of 330,000 active; AID 493011, 2011;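 active = at least 40% inhibition at 20 µM here, with at most 30% in a related deaminase screen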;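 also: plate controls were A3A with DMSO for no effect and wells lacking A3A enzyme for full effect; some results filed as inactive read as strong as hits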
# Target sequence (P31941 whole entry, looked up): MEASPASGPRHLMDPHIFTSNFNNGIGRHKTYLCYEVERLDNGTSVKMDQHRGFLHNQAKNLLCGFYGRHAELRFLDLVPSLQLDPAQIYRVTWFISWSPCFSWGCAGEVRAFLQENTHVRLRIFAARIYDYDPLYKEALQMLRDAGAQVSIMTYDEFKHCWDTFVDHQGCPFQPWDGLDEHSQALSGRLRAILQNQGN
# mIAP act = activators of mouse IAP, primary screen, biochemical, luminescence, uHTS; intestinal alkaline phosphatase [Mus musculus]; muIAP, CDP-Star luminescence, 30 min; active compounds read high; 1 = vehicle-only enzyme signal, 0 = enzyme-free wells; activation factor at 10 µM; 0.24% of 330,000 active;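 active = activation factor of at least 2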; also: the source names both 10 and 20 µM as test concentration; values of inactives mirror those of a sister screen read the other way
#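 System: Mouse IAP enzyme | Also added: CDP-Star substrate | Dosing: Compounds dispensed in DMSO | Schedule: 30 min enzyme-substrate-compound incubation at room temperature | Technique: Chemiluminescence readout | Control set: DMSO-only wells and no-enzyme negative control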
# APOBEC3G inh = APOBEC3G DNA deaminase inhibitors, primary screen, biochemical, fluorescence, single-stranded DNA substrate, uHTS. 0.28% of 330,000 active. inhibition, % at 20 µM. recombinant A3G, ssDNA deamination FAM/TAMRA fluorescence. DNA dC->dU-editing enzyme APOBEC-3G (Homo sapiens), Q9HC16;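 active = inhibition of at least 40% at 20 µM, with no more than 30% in the related APOBEC3A deaminase screen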;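 also: plate controls were DMSO wells with A3G for no effect and wells lacking A3G enzyme for full effect; some compounds called inactive have numbers as strong as hits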
# mIAP block = inhibitors of mouse IAP, primary screen, biochemical, luminescence, uHTS; 0.2% of 330,000 active; AID 2806, 2010; purified mouse IAP, CDP-Star luminescence, 30 min; inhibition, % at 10 µM;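 active = inhibition of at least 40% at 10 µM in the primary screen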;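 also: plate controls were DMSO with enzyme for no effect and no enzyme wells for full effect; values of inactives mirror those of a sister screen read the other way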
# hIAP inh = human IAP inhibitors, primary screen, biochemical, luminescence, uHTS | Intestinal-type alkaline phosphatase (Homo sapiens), P09923 | purified IAP, CDP-Star luminescence, 30 min | inhibition, % at 10 µM | 0.12% of 330,000 active;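 active = inhibition reaching a set limit with compound at 10 µM in the primary screen, cut at about 35% in these data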;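 also: plate controls were DMSO wells with enzyme for no effect and no-enzyme buffer wells for full effect; values of inactives mirror those of a sister screen read the other way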
# Target sequence (P09923 whole entry, looked up): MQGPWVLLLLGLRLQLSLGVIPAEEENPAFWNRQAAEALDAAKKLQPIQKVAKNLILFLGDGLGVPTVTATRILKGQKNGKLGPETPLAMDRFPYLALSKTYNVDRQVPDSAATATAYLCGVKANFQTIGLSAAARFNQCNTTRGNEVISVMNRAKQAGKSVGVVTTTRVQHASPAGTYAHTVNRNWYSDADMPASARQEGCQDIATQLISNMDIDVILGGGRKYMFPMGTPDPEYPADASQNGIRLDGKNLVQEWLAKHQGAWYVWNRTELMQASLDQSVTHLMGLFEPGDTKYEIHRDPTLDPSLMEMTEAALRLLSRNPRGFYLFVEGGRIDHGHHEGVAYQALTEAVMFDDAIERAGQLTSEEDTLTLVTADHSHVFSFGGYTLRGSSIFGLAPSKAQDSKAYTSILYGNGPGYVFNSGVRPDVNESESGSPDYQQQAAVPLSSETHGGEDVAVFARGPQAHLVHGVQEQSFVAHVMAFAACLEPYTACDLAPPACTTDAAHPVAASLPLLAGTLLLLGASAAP
# hIAP activ = human IAP activators, primary screen, biochemical, luminescence, uHTS; Intestinal-type alkaline phosphatase (Homo sapiens), P09923; purified human IAP, CDP-Star luminescence, 30 min; active compounds read high; 1 = vehicle-only enzyme, 0 = enzyme-free background; activation factor at 10 µM; 0.16% of 330,000 active;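 active = activation factor of the enzyme at least 2-fold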; also: the source names both 10 and 20 µM as test concentration; values of inactives mirror those of a sister screen read the other way
# NLRP3 yeast inh = NALP3 inflammasome inhibitors in reconstituted yeast, primary screen, luminescence, uHTS; Yeast reconstituted NLRP3/ASC/caspase-1, beta-gal luminescence, 24 h; inhibition, % at 10 µM; 0.39% of 330,000 active; AID 2825, 2010;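 active = inhibition of 50% or more; inactive = inhibition below 50%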;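 also: plate controls were induced DMSO wells for no effect and uninduced yeast grown without galactose for full effect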
# * = called active by the depositor; . = not tested or not shown. Only part of the results is shown; the hit share may differ from the screen's.
# The first four records, ahead of the listing:
no.	SMILES	SENP1 FRET inh	MIN6 prolif	APOBEC3A inh	mIAP act	APOBEC3G inh
1	Cc1ccc(S(=O)(=O)CCc2nnc(NC(=O)c3cccs3)s2)cc1	1	0	1	1	-6
2	CNS(=O)(=O)c1c(C)cc(C)c(N(C)S(=O)(=O)c2ccccc2)c1C	1	-1	0	0.98	-8
3	CCN(CC(=O)Nc1c(F)cccc1F)C(=O)/C=C/c1ccc(C)o1	1	1	6	0.91	-3
4	Cc1ccc(C(=O)NCc2ccco2)cc1S(=O)(=O)N1CCCCC1	-2	-1	9	1.1	1

no.	mIAP block	hIAP inh	hIAP activ	NLRP3 yeast inh
1	-2	3	0.97	10
2	2	-15	1.2	-2
3	9	17	0.83	20
4	-6	4	0.96	7

# All compounds of this part, from the first entry:
no.	SMILES	SENP1 FRET inh	MIN6 prolif	APOBEC3A inh	mIAP act	APOBEC3G inh
1	Cc1ccc(S(=O)(=O)CCc2nnc(NC(=O)c3cccs3)s2)cc1	1	0	1	1	-6
2	CNS(=O)(=O)c1c(C)cc(C)c(N(C)S(=O)(=O)c2ccccc2)c1C	1	-1	0	0.98	-8
3	CCN(CC(=O)Nc1c(F)cccc1F)C(=O)/C=C/c1ccc(C)o1	1	1	6	0.91	-3
4	Cc1ccc(C(=O)NCc2ccco2)cc1S(=O)(=O)N1CCCCC1	-2	-1	9	1.1	1
5	COc1cccc(NC(=O)N2CCCC2)c1	-1	1	-1	0.98	-5
6	CCOc1nc(NC(=O)NS(=O)(=O)c2ccccc2F)nc(-c2ccccc2)n1	3	0	2	0.91	-5
7	CCN(CC)c1ccc2oc(=O)c(C)nc2c1	-30	-4	-3	0.85	0
8	N#Cc1ccccc1NC(=O)C1SC(=Nc2ccccc2)C(C(=O)Nc2ccc(Cl)cc2)=C1N (configuration not stated)	-93	-6	8	0.91	4
9	COc1ccc(CC(=O)OCC(=O)NC2CCCC(C)C2C)cc1OC (configuration not stated)	1	6	-1	1	-6
10	COc1ccc(CNC(=O)C2(CC(=O)NC(C)(C)C)CCCC2)cc1	0	-4	-1	0.96	-8
11	CCOC(=O)c1c(NC(=O)CSc2nnc(C)o2)sc(C)c1C	4	-3	1	0.94	-4
12	O=C(NCCc1ccco1)C(=O)NCCC1CCCCN1S(=O)(=O)c1ccccc1 (configuration not stated)	0	-4	-3	1	-7

no.	mIAP block	hIAP inh	hIAP activ	NLRP3 yeast inh
1	-2	3	0.97	10
2	2	-15	1.2	-2
3	9	17	0.83	20
4	-6	4	0.96	7
5	2	2	0.98	16
6	9	3	0.97	1
7	15	16	0.84	14
8	9	-20	1.2	19
9	-4	8	0.92	1
10	4	-12	1.1	22
11	6	3	0.97	52*
12	-1	-13	1.1	7

# The listing continues.
no.	SMILES	SENP1 FRET inh	MIN6 prolif	APOBEC3A inh	mIAP act	APOBEC3G inh
13	CCOC(=O)CN1C(=O)S/C(=C\c2ccc(-c3ccc(C(=O)O)c(Cl)c3)o2)C1=O	-24	-1	58*	0.79	16
14	CCOCC(=O)Nc1cccc(OC)c1	2	-2	-4	0.99	-7
15	Cc1ccc(S(=O)(=O)NN=C2CCN(Cc3ccccc3)CC2)cc1	2	0	2	1.1	2
16	CCO[C@H]1OC(C(=O)N2CCN(C)CC2)=C[C@@H](c2csc3ccccc23)[C@@H]1CCCO	0	-6	-3	1.1	-1
17	COc1ccccc1/C=N/Nc1cc(N(C)C)nc(N(C)C)n1	-7	0	0	1.1	-1
18	O=[N+]([O-])c1cccc(C2CC(c3ccccc3)=NN2c2ccccc2)c1 (configuration not stated)	-2	-6	-3	0.93	-5
19	Cc1ccc(S(=O)(=O)N2CCCN(c3nc4cc(C)ccc4cc3C#N)CC2)cc1	-28	-3	-5	0.93	-9
20	c1ccc(-n2cnc3cc(NCc4cccs4)ccc32)cc1	-15	-4	-2	1	0
21	O=C(NC1CCCc2ccccc21)c1ccc(Br)cc1 (configuration not stated)	3	0	-2	1	-4
22	NC(=O)CNC1CC(=O)N(CCc2ccccc2)C1=O (configuration not stated)	1	2	8	0.95	-3
23	CNS(=O)(=O)c1ccc(NC(=O)c2ccc(Cl)cc2Cl)cc1	2	0	-1	0.92	-3
24	CC(=O)c1ccc(OCCCC(=O)Nc2cccc(S(=O)(=O)N(C)C)c2)cc1	3	1	-5	1	-5

no.	mIAP block	hIAP inh	hIAP activ	NLRP3 yeast inh
13	21	-6	1.1	12
14	1	-27	1.3	0
15	-14	19	0.81	-3
16	-8	14	0.86	-15
17	-7	-2	1	20
18	7	20	0.81	10
19	7	5	0.95	-2
20	-4	-4	1	2
21	-3	5	0.95	23
22	5	17	0.83	8
23	8	15	0.85	7
24	-1	12	0.88	18

# (next part)
no.	SMILES	SENP1 FRET inh	MIN6 prolif	APOBEC3A inh	mIAP act	APOBEC3G inh
25	CCOC(=O)N1CCN(C(=O)CC(=O)Nc2ccc3nc4n(c(=O)c3c2)CCCCC4)CC1	-31	-2	2	0.96	-5
26	CCOC(=O)C1=C(C)Nc2ccccc2N=C1NC(=O)C(CC)c1ccccc1 (configuration not stated)	4	0	-3	0.97	-4
27	COc1cccc(-c2cc(C(=O)Nc3c(C)n(C)n(-c4ccccc4)c3=O)no2)c1	1	2	-3	0.9	-1
28	Cn1c(SCC(=O)Nc2ccc3c(c2)OCCO3)nnc1-c1cccnc1	1	0	0	1	-12
29	O=C(Nc1ccccc1)c1nc[nH]c1C(=O)NCCCCNC(=O)c1[nH]cnc1C(=O)Nc1ccccc1	-3	-5	4	1.1	1
30	COc1ccc(OCC(=O)NNC(=S)NC(=O)C2CCCCC2)cc1	1	-4	-4	0.91	35
31	CC(C)(C)OC(=O)N1CCC(c2c(C(=O)O)cnn2-c2ccccc2Cl)CC1	3	0	13	1	-5
32	O=C(CCC(=O)N(CC(=O)NC1CCCC1)Cc1ccccc1)Nc1nccs1	2	5	-5	0.91	-13
33	Cc1ccoc1C(=O)Nc1cccc2ccccc12	2	0	-2	1.1	-5
34	O=C(CCN1C(=O)c2ccccc2C1=O)OCn1nnc2ccccc2c1=O	1	-2	1	0.85	0
35	CCOc1ccc(CNC(=S)NCc2ccc(OCC)cc2)cc1	1	-1	0	1.6	-6
36	CCCCN(C(=O)CCC(=O)Nc1cc(C)on1)C(C(=O)NC1CCCC1)c1ccc(F)cc1 (configuration not stated)	1	0	-1	1	-2

no.	mIAP block	hIAP inh	hIAP activ	NLRP3 yeast inh
25	4	-13	1.1	19
26	3	9	0.91	-10
27	10	4	0.96	9
28	-1	-2	1	19
29	-11	-44	1.4	13
30	9	-80	1.8	27
31	0	8	0.92	2
32	9	13	0.87	3
33	-10	-17	1.2	29
34	15	7	0.93	4
35	-61	-19	1.2	22
36	-2	-2	1	-1

# Additional results
no.	SMILES	SENP1 FRET inh	MIN6 prolif	APOBEC3A inh	mIAP act	APOBEC3G inh
37	CC(C)=CCC/C(C)=C/CNC(=O)C[C@H]1C[C@H](C(=O)N2CCCCC2)[C@@]2(CCc3ccccc3)c3[nH]c4cc(CCC(=O)N(C)C)ccc4c3CCN2C1=O	-1	.	8	1.2	4
38	N#C/C(=N\Nc1ccc(Cl)cc1)C(=O)c1ccsc1	2	-3	-7	1.1	-12
39	CC1=C(C(=O)Nc2ccccc2)C(c2cccs2)n2nnnc2N1 (configuration not stated)	-3	-3	-3	0.88	-3
40	Cn1cc2ccc([N+](=O)[O-])cc2n1	3	-1	-5	0.96	-5
41	Cc1ccc(N/C(SCc2ccccc2C)=C(/C#N)C(=O)NCc2ccco2)cc1C	-2	-5	-4	0.96	-5
42	O=C(CN(C(=O)C1CSC(=O)C1)c1ccc(F)cc1)NCc1ccc2c(c1)OCO2 (configuration not stated)	-1	-1	-2	1	-4
43	CCc1cc(C(=O)c2ccc(OC)cc2)c(N)s1	-3	-2	-6	0.98	-13
44	O=c1c(C(c2ccccc2)c2c(O)sc3ccccc3c2=O)c(O)sc2ccccc12	1	-4	-1	0.88	-4
45	Cc1ccc(N(CC(=O)Nc2c(C)n(C)n(-c3ccccc3)c2=O)S(C)(=O)=O)cc1C	0	-1	3	0.97	1
46	COc1ccc(C2NC(c3ccc(OC)cc3)C(c3ccccc3)C(=O)C2c2ccccc2)cc1 (configuration not stated)	-1	1	21	0.95	-1
47	CCc1nc(NC(=O)c2sc(C)nc2C)sc1C(=O)OC	0	-3	-1	1	-1
48	O=C1CC(c2ccc(Cl)cc2)CC(=O)C1CS(=O)(=O)c1ccccc1 (configuration not stated)	-12	0	6	0.99	4

no.	mIAP block	hIAP inh	hIAP activ	NLRP3 yeast inh
37	-22	.	.	.
38	-14	16	0.84	55*
39	12	16	0.84	2
40	4	4	0.96	16
41	4	10	0.9	14
42	-4	0	1	12
43	2	-6	1.1	23
44	12	12	0.88	33
45	3	-19	1.2	12
46	5	-3	1	12
47	-3	3	0.97	16
48	1	-13	1.1	-3

# Part of the list above, bar-delimited:
no. | SMILES | SENP1 FRET inh | MIN6 prolif | APOBEC3A inh | mIAP act | APOBEC3G inh | mIAP block | hIAP inh | hIAP activ | NLRP3 yeast inh
13 | CCOC(=O)CN1C(=O)S/C(=C\c2ccc(-c3ccc(C(=O)O)c(Cl)c3)o2)C1=O | -24 | -1 | 58* | 0.79 | 16 | 21 | -6 | 1.1 | 12
27 | COc1cccc(-c2cc(C(=O)Nc3c(C)n(C)n(-c4ccccc4)c3=O)no2)c1 | 1 | 2 | -3 | 0.9 | -1 | 10 | 4 | 0.96 | 9

# Additional records follow:
no.	SMILES	SENP1 FRET inh	MIN6 prolif	APOBEC3A inh	mIAP act	APOBEC3G inh
49	NS(=O)(=O)c1ccc(CNC(=O)Cc2ccccc2F)cc1	2	-4	1	0.97	-6
50	O=C(Oc1ccccc1C(=O)Oc1ccccc1)c1cccnc1	3	-4	-1	0.98	-1
51	COc1ccc(-c2nnc(NC(=O)c3cc(C)on3)s2)cc1	0	-3	0	1	-5
52	CC(C#N)Sc1nnc(-c2ccccc2F)n1C1CC1 (configuration not stated)	-14	0	-4	0.98	-11
53	CC1CN(C(=S)Nc2ccccc2F)CC(C)O1 (configuration not stated)	9	-3	2	0.97	-3
54	CCOC(=O)c1ccc(NC(=O)CCc2nnc3ccc(N4CCCC4)nn23)cc1	2	-3	-3	0.96	-1
55	CSc1nnc(-c2ccccc2SC)o1	2	-3	-1	0.96	-6

no.	mIAP block	hIAP inh	hIAP activ	NLRP3 yeast inh
49	3	6	0.94	9
50	2	-2	1	7
51	-5	-14	1.1	5
52	2	-4	1	19
53	3	-16	1.2	27
54	4	-8	1.1	-1
55	4	14	0.86	-11
